Screening data (PubChem BioAssay)
Menin MLL FP TR: displaces Texas Red mutant MLL peptide from human menin. Potency, µM (titrated, usually from 61.6 µM), for the others: top-dose FP activity change, negative = inhibition, hits mostly inhibitors. 270,000 tested, 0.23% active. O00255. Menin + Texas Red MLL mutant peptide, fluorescence polarization. AID 1768; active = well fitted inhibition curve with a large enough effect in the polarisation, with a control signal flat, not every such curve was filed as active; inconclusive = small, poorly fitted or top-dose-only effect, or effect the other way, or a change in a side signal; inactive = no such curve, though single readings can be large or run the other way; the % refers to the polarisation; note: potency is the fitted concentration of half-maximal effect; % of control where 0% means no effect; many of its hits are not listed in these tables
GALK inh: galactokinase (human) inhibition; Potency, µM (top dose mostly 57.5 µM), for the others: top-dose activity change, negative = inhibition, most hits filed as inhibitors; AID 1868; 270,000 tested, 0.007% active; Purified GALK, Kinase-Glo residual ATP luminescence; P51570; note: potency is the fitted concentration of half-maximal effect; % is set by controls: 0 for no effect and ±100 for the full control effect
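Compounds were pin-transferred into ATP buffer (35 uM final), then GALK plus galactose (5 nM, 100 uM final) was added. After 1 h at room temperature, Kinase-Glo Plus was added and luminescence read after 10 min.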
Eya2 phos inh: inhibitors of human Eya2 phosphatase activity; O00167; recombinant Eya2, OMFP fluorescence dephosphorylation (OMFP is methylfluorescein phosphate); Potency, µM (series often up to 76.9 µM), without a hit: at the top dose activity, negative = inhibition, actives largely listed as inhibitors; 330,000 tested, 0.006% active; note: potency is the fitted concentration of half-maximal effect; % is set by controls: 0 for no effect and ±100 for the full control effect
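Eya2 protein (added as 0.2 uM solution) was preincubated with compound for 10 min at ambient temperature in 50 mM HEPES pH 7.5, 50 mM NaCl, 5 uM MgCl2, 0.05% BSA, 1 mM DTT. OMFP (added at 50 uM) then reacted 10 min; fluorescence read at 485/525 nm.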
USP2a block: USP2a (human) protease inhibition; O75604; USP2 core, Ub-CHOP2 coupled fluorogenic reporter, 485/531; Potency, µM (highest dose often 38.3 µM), for the others: at the top dose activity change, negative = inhibition, actives largely listed as inhibitors; 330,000 tested, 0.01% active; AID 463254;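 note: potency is the fitted concentration of half-maximal effect; plate controls were DMSO wells for no effect and full inhibition by NEM control for full effect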
Target sequence (O75604 whole entry, looked up): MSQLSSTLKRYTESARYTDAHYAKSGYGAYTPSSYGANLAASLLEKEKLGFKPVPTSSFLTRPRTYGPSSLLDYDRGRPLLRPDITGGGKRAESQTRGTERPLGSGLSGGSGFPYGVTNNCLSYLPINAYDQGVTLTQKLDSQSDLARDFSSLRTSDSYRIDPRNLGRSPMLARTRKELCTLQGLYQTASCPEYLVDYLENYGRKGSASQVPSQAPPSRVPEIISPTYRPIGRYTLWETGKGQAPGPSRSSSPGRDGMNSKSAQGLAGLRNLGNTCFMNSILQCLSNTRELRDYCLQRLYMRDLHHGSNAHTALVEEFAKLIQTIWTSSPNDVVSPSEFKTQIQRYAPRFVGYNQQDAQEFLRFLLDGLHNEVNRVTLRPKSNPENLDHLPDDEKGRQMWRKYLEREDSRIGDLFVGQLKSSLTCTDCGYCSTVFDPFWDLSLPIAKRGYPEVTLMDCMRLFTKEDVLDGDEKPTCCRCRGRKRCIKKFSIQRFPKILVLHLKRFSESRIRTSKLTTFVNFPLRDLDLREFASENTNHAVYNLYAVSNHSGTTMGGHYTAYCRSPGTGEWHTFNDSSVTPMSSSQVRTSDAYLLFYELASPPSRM
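Deubiquitinase activity read as fluorescence (485/531 nm) after Ub-CHOP2 cleavage activates the enterokinase reporter on its substrate; USP2 core 10nM, Ub-CHOP2 and substrate 25nM each, 30min compound preincubation then 60min RT; data normalized to NEM, curves fitted.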
TSHR antagonist: antagonists of human thyroid stimulating hormone receptor; P16473; TSHR-expressing cells, TSH-stimulated cAMP HTRF, 2 h; hits give low values; activity change, negative = inhibition, % at 11.5 µM; 330,000 tested, 0.2% active; AID 504810;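 active = activity change below a set negative limit, meaning inhibition stronger than a set level, cut at about -70% in these data; inconclusive = activity change between two set negative limits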; note: % is set by controls: 0 for no effect and ±100 for the full control effect
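TSHR-expressing cells were treated with compounds, then stimulated with TSH at EC80 (4nM final) for 2 hours at 37 deg C. Cellular cAMP was measured by HTRF competition between lysate cAMP and cAMP-d2 for a cryptate-labelled anti-cAMP antibody.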
MBNL1 CUG block: MBNL1-poly(CUG) RNA binding inhibition. Q9NR56. TR-FRET MBNL1-His/biotin-(CUG)12 binding, 665/545 ratio. Potency, µM (titrated, usually from 57.5 µM), without a hit: at the top dose activity change, negative = inhibition, actives largely listed as inhibitors. 280,000 tested, 0.036% active. AID 2675; active = well fitted inhibition curve with a large enough effect in the signal ratio, with a control signal flat, not every such curve was filed as active; inconclusive = small, poorly fitted or top-dose-only effect, or effect the other way, or a change in a side signal; inactive = no such curve, though single readings can be large or run the other way; the % refers to the signal ratio; note: potency is the fitted concentration of half-maximal effect; % is set by controls: 0 for no effect and ±100 for the full control effect
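Ratiometric TR-FRET (665 over 545 nm, excitation 340 nm) tracks disruption of MBNL1-His/biotin-(CUG)12 complex after 60 min at room temperature, with compounds at 92 nM to 58 uM final.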
Mito fusion act: inhibitors of mitochondrial division or activators of mitochondrial fusion. S. cerevisiae fusion-defective mutant growth rescue, CellTiterGlo 48 h. 320,000 tested, 0.23% active. Potency, µM (series often up to 46.1 µM), inactives show top-dose growth rescue (activation), actives largely listed as activators;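 note: potency is the fitted concentration of half-maximal effect; % of control where 0% means no effect; nearly all actives have a fitted effect of over 45% in size; temperature-sensitive fusion mutants such as fzo1-1 at 37 °C on non-fermentable ethanol glycerol medium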
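Read-out: ATP-based luminescence (CellTiterGlo, 10 min ambient) reporting growth of fusion-defective ts yeast after 48 hours at 37C on glycerol/ethanol YPEG medium in the presence of compound.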
ASM inhibitor: inhibitors of human secretory acid sphingomyelinase | P17405 | Potency, µM (titrated, usually from 57.5 µM), for the others: top-dose activity change, negative = inhibition, hits mostly inhibitors | 340,000 tested, 0.006% active | placental ASM, HMU-PC fluorogenic substrate, 60 min; note: potency is the fitted concentration of half-maximal effect
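Human placenta-derived ASM enzyme was preincubated with compound for 10 minutes at room temperature, then given fluorogenic substrate HMU-PC0 (9 uM final) for 60 minutes at 37 °C; a pH 10 stop preceded fluorescence reading at Ex 386/Em 447 nm.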
PKM2 act: PKM2 (human) enzyme activation. P14618. purified PKM2, Kinase-Glo ATP luminescence, activation; response scale: 0% is enzyme alone, no compound. Potency, µM (doses to about 57.5 µM), for inactives: at the highest dose activation, most hits filed as activators. 260,000 tested, 0.34% active. AID 1631; note: potency is the fitted concentration of half-maximal effect; % is set by controls: 0 for no effect and ±100 for the full control effect; nearly all actives have a fitted effect of over 55% in size
Target sequence (P14618 whole entry, looked up): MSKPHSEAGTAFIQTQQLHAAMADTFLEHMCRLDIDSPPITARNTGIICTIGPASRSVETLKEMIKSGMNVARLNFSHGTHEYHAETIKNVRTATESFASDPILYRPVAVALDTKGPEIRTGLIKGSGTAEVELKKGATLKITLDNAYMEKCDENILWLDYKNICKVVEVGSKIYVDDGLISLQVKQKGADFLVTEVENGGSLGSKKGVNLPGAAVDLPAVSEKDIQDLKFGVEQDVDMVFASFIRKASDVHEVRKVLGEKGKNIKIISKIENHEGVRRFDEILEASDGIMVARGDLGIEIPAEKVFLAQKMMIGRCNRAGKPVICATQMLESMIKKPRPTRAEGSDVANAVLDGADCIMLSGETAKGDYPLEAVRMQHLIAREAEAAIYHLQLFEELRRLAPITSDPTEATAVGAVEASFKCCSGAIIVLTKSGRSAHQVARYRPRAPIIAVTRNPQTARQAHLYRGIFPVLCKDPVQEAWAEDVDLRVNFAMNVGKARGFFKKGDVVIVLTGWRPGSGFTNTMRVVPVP
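ATP formation by purified human PK-M2, quantified via coupled luciferase luminescence after 1 h at room temperature with 0.1 mM ADP and 0.5 mM PEP final.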
Chronic BCR inh: chronic active BCR signaling inhibition; 340,000 tested, 0.05% active; Potency, µM (titrated, usually from 46.1 µM), without a hit: top-dose ratio change, negative = lower green/red ratio, hits mostly inhibitors; ABC-DLBCL IkBa-CBG/CBR reporter, luminescence ratio, 4 h; active = well fitted inhibition curve with a large enough effect in the signal ratio, with a control signal flat, not every such curve was filed as active; inconclusive = small, poorly fitted or top-dose-only effect, or effect the other way, or a change in a side signal; the % refers to the signal ratio;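 note: potency is the fitted concentration of half-maximal effect; plate controls were basal doxycycline-induced cells for no effect and cells given 10 µM MG132 for full effect; MG132 reads +100%, hits lower the ratio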
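TMD8 ABC-DLBCL cells carrying doxycycline-inducible green luciferase fused to IkappaBalpha plus unfused red luciferase were exposed to compounds (up to 46 uM) for 4 hrs at 37C. Activity came from the overlap-corrected green/red luminescence ratio.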
hERG WT inh: blocks the wildtype human KCNH2 potassium channel. Q12809. U2OS, BacMam KCNH2, thallium flux FluxOr; hits give low values. activity change, % at 1.84 µM. 340,000 tested, 0.37% active. AID 720551;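 active = maximum activity change below -70%; inconclusive = maximum activity change between -70% and -50%; inactive = maximum activity change above -50%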; note: % is set by controls: 0 for no effect and ±100 for the full control effect
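U2OS cells transduced with wild-type KCNH2 virus are loaded with FluxOr dye for 45 min, and thallium flux is measured in kinetic reads before and after stimulation buffer. Rate constants are normalized to DMSO controls.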
Active calls of the source: *; ? = inconclusive; · = no result given; [ ] = dose if it differs, or a comment. Unless noted, calls come from the whole dose curve; as a rule, active = well fitted curve in the direction sought with a large enough effect; inconclusive = small, poorly fitted or top-dose-only effect, or another doubt; inactive = no such curve, though single readings can be large; an effect the other way counts as inactive or inconclusive. These rows are one share of the data (hit frequency here may not be typical).

compound	hERG WT inh	MBNL1 CUG block	Menin MLL FP TR	Mito fusion act	Chronic BCR inh	USP2a block	TSHR antagonist	Eya2 phos inh	GALK inh	PKM2 act	ASM inhibitor
Cc1ccc(-c2cc(C(=O)n3cnc4ccccc43)c3ccccc3n2)cc1C	-5	7%	10%	-2%	10%	1%	-22	-4%	-3%	-12%	-5%
COc1ccc2sc(N3C(=O)CC(Cc4cccc(C)c4)C3=O)nc2c1 (stereo not drawn)	6	0%	5%	-5%	-15%	-1%	-11	0%	5%	-1%	-13%
COc1ccc(CN2C=C3C(=O)C(C)(OC(=O)CCc4ccccc4)C(=O)C=C3C=C2c2ccc(C#N)cc2)cc1 (stereo not drawn)	-9	18%	-16%[11.7 µM]	4%	?	-5%	-8	12%	1%	-4%[11.5 µM]	30%[activator]
CC(C)(CO)N=Cc1c(O)[nH]c2ccccc12	-2	1%	-2%	-2%	6%	-1%	6	1%	-2%	6%	-2%
COc1cccc(NC(=S)/C(=C(\[O-])c2ccc([N+](=O)[O-])cc2)[n+]2ccccc2)c1	-16	?	?	-8%	?	3%	8	-4%	-1%	0%	-2%
CCSC1=C(C#N)C(c2ccc(Cl)cc2)C2=C(CCCC2=O)N1 (stereo not drawn)	-16	22%	?	6%	?	2%	-7	-2%	-3%	0%	26%
CCn1c(COc2cccc(OC)c2)nnc1SCC(=O)Nc1cc(OC)ccc1OC	-8	-2%	9%	-1%	4%	0%	-1	12%	-1%	0%	-4%
Cc1ncc([N+](=O)[O-])n1Cc1ccc(Br)cc1	1	16%	11%	4%	-3%	0%	0	4%	-1%	-1%	2%
Cc1cc(NC(=O)CCC(=O)N(CC(=O)NC2CCCC2)c2cccc(F)c2)no1	-5	-4%	-20%	11%	-14%	-1%	36	-13%	0%	-6%	4%
COCCN(C(=O)CSCc1ccccc1)c1c(N)n(Cc2ccccc2)c(=O)[nH]c1=O	-4	-2%	·	-1%	-6%	3%	5	-7%	4%	3%	19%
O=C1C2C(c3ccccc3)C=CC(c3ccccc3)C2C(=O)N1c1cccnc1 (stereo not drawn)	19	-14%	-1%	3%	-1%	0%	22	0%	0%	-3%	5%
COc1ccc(-c2nn[nH]n2)cc1OC	-30	-2%	-3%	-1%	-7%	-2%	6	2%	0%	1%	4%
CN(C)CCn1c2c(c(SCC(=O)NCc3ccccc3)nc1=O)CCCC2	0	·	·	1%	?	-1%	-3	-13%	·	·	·
Cc1ccc(-n2c(-c3ccncc3)n[nH]c2=S)cc1	-3	-9%	17%	-5%	5%	-1%	-1	-2%	0%	-15%	-1%
Cc1cccc(C(C)(C)C)c1OCCn1ccnc1	-1	-3%	-28%	0%	-1%	1%	-3	-6%	2%	1%	4%

The results go on.
compound	hERG WT inh	MBNL1 CUG block	Menin MLL FP TR	Mito fusion act	Chronic BCR inh	USP2a block	TSHR antagonist	Eya2 phos inh	GALK inh	PKM2 act	ASM inhibitor
C=CCn1c(=NC(=O)c2ccco2)sc2cc(C(=O)OCC)ccc21	1	-2%	11%	1%	-17%	-1%	1	-10%	-2%	-1%	6%
COC(=O)CC1(c2ccc(OC)cc2)C(=O)c2ccccc2C1=O	-11	1%	·	2%	-3%	2%	0	-6%	11%	-5%	0%
Cc1ccc(C2C(C(=O)c3sc(C)nc3C)=C(O)C(=O)N2CCN2CCOCC2)o1 (stereo not drawn)	1	6%	-9%	1%	-8%	-1%	14	8%	-1%	0%	0%
O=S(=O)(Nc1ccc(Cl)cc1)c1cccc2nsnc12	-4	?	0%	5%	-1%	6%	0	-11%	-4%	·	-2%
Cc1ccnc(NC(=O)C(C)N2C(=O)c3ccccc3C2=O)c1 (stereo not drawn)	-13	5%	3%	3%	0%	5%	6	23%	-3%	3%	-2%
Cc1cc(NC(=O)COC(=O)C2CC(=O)N(c3cccc(C)c3C)C2)no1 (stereo not drawn)	-1	-5%	-2%	-5%	0%	2%	7	-7%	-2%	0%	0%
COc1ccccc1NC(=O)N1CCCC1C(=O)NCCc1ccccc1 (stereo not drawn)	-9	0%	-16%	0%	3%	0%	17	-6%	7%	2%[11.5 µM]	1%
COCCn1c(=N)c(S(=O)(=O)c2ccc(F)cc2)cc2c(=O)n3cccc(C)c3nc21	5	8%	·	4%	-1%	-1%	-5	2%	-1%	·	17%
O=C(NCC1CCCO1)c1ccc(NC(=O)c2cccc([N+](=O)[O-])c2)cc1 (stereo not drawn)	-4	?	18%	0%	?	1%	-4	-13%	-2%	-9%[11.5 µM]	0%
CCN(CC)S(=O)(=O)c1ccc2c(c1)nc(SCC(=O)NC1CC1)n2-c1ccccc1OC	16	-3%	-11%	-6%	-9%	0%	6	-17%	0%	-3%	2%
CCn1c(=O)c(CCC(=O)NCC2CCCO2)c(C)c2c(C)nn(-c3ccc(C)cc3)c21 (stereo not drawn)	-27	0%	·	-1%	7%	3%	3	4%	-10%	·	0%
CCOc1ccc(-c2nnc(NC3=NCCCCC3)o2)cc1	-6	-3%	-13%	4%	-36%	3%	0	6%	1%	0%	-4%
CCCc1nc(Nc2nc3ccccc3o2)nc(C)c1C(=O)OCC	32	-1%	9%	-7%	4%	0%	-2	14%	5%	-4%	1%
COc1cc(NS(=O)(=O)c2ccc(NC(=S)NC(=O)c3ccco3)cc2)ncn1	-6	-7%	-3%	0%	3%	2%	5	-1%	7%	4%	-2%
COCCOC(=O)c1c(C)n(C)c2ccc(OC(=O)c3ccccc3OC)cc12	-9	6%	-19%	-7%	-7%	-10%	0	0%	4%	·	-9%

Going on with the list:
compound	hERG WT inh	MBNL1 CUG block	Menin MLL FP TR	Mito fusion act	Chronic BCR inh	USP2a block	TSHR antagonist	Eya2 phos inh	GALK inh	PKM2 act	ASM inhibitor
Cc1c(N=C2NC(=O)/C(=C/c3cccc([N+](=O)[O-])c3)S2)c(=O)n(-c2ccccc2)n1C	·	·	-5%	-2%	2%	3%	4	5%	-1%	0%	·
CCn1ccnc1CN(C)Cc1nc(-c2cccc(Cl)c2)no1	13	-12%	-29%	-2%	5%	2%	-12	2%	2%	-6%	-1%
N#C/C(=C\c1ccccc1Cl)C(=O)Nc1ccccn1	-3	5%	-17%	8%	-1%	0%	-1	-23%	·	·	7%
COc1ccc(N2CCN(C(=O)C3CCCN(c4ncnc5c4nc4n5CCCCC4)C3)CC2)cc1 (stereo not drawn)	2	5%	-25%	-3%	2%	1%	-18	-20%	-2%	·	-3%
CCOC(=O)Nc1ccc(=O)n(Cc2c(Cl)cccc2Cl)c1	-2	3%	·	0%	-13%	2%	10	8%	-5%	24%	3%
N/C(Cc1ccc([N+](=O)[O-])cc1)=N\OC(=O)c1ccc2ccccc2c1	-18	?	8%	-2%	?	-2%	-2	7%	1%	-11%	-14%
COc1ccc(-c2noc(CCC(=O)N3CCN(c4ccccc4OC)CC3)n2)cc1	-19	·	·	·	-6%	-5%	-7	-1%	·	·	-7%
CN1CCN(C(=O)/C(=C\c2cccs2)NC(=O)c2ccccc2)CC1	-5	9%	6%	3%	?	-1%	-19	7%	-1%	·	-1%
O=C(CN1C(=O)CSCC1=O)NCc1ccc(F)cc1	9	6%	0%	-1%	2%	7%	0	1%	-2%	1%	-4%
O=S(=O)(NCc1ccc(F)cc1)c1ccc(-n2cnnn2)cc1	-2	-8%	·	-16%	8%	-2%	45	13%	5%	·	-5%
CC(NC(=O)C(=O)N/N=C\c1cccc([N+](=O)[O-])c1)c1ccccc1 (stereo not drawn)	-1	?	?	6%	10%	1%	6	3%	6%	-18%	-2%
COc1ccc(S(=O)(=O)N2CCCC2CNC(=O)c2cccc(OC)c2)cc1 (stereo not drawn)	-9	·	·	5%	3%	3%	-1	-4%	·	·	-2%
Cc1cccc(N2CN=c3s/c(=C\c4ccncc4)c(=O)n3C2)c1	5	3%	13%	-2%	1%	-1%	16	4%	0%	0%	3%
Cc1cc(-c2ccc(C)c(S(=O)(=O)N3CCN(c4ccc([N+](=O)[O-])cc4)CC3)c2)on1	-29	2%	·	2%	3%	-1%	-41	4%	-4%	·	-10%
